mHTT CaM bind = disrupts binding of mutant huntingtin to calmodulin; AlphaScreen His-mHTT/GST-CaM binding, luminescence; inhibition, % at 15 µM; 190,000 tested, 3.6% active;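 further: 0% = both proteins with DMSO and 100% = one protein alone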
Pf apPOL block = Pf-apPOL DNA polymerase inhibition | Recombinant Pf-apPOL, molecular beacon fluorescence, 1.5 h | inhibition, % at 10 µM | 210,000 tested, 0.25% active | AID 1794808
Active calls of the source: *; & = joins results of further samples. No stated cut-off is given here; in the data, active means inhibition above about 50%; inactive means the rest. A portion of the library. The share of hits here may be higher or lower than overall.

For COc1ccc(CC(=O)N2CC3CC(NC(=O)c4ccccc4)C2C3)cc1Cl (configuration not stated) the results were mHTT CaM bind 11 and Pf apPOL block 0.
`O=C(NCc1ccccc1)c1ncccn1` gave mHTT CaM bind -10 and Pf apPOL block -4.
For CCN(CC)c1ccc(/C=C2/C(=O)ON=C2C)cc1 the results were mHTT CaM bind 50* and Pf apPOL block 0.
CCOc1ccc(C2(C)NC(=O)N(CCN(C)C)C2=O)cc1 (configuration not stated) was read as mHTT CaM bind -9 and Pf apPOL block -3.
For CN1CCC(NC(=O)c2cccc3c2CCN3C(=O)c2ccc(F)cc2)CC1 the results were mHTT CaM bind 4 and Pf apPOL block 1.
Screening Cc1cc(C)c(NC(=O)c2ccccc2)c(C)c1 returned mHTT CaM bind -12 and Pf apPOL block -5.
For COc1ccc(CCN2CC(C(=O)NC3CCCCC3)CC2=O)cc1OC (configuration not stated) the results were mHTT CaM bind -6 and Pf apPOL block 0.
For COc1cc(NS(=O)(=O)c2ccccc2)c(OC)cc1Cl the results were mHTT CaM bind 1 and Pf apPOL block -3.
`Cc1ccc(Cl)cc1NC(=O)c1cccc(F)c1` gave mHTT CaM bind -11 and Pf apPOL block 1.
Screening Cc1ccccc1C(=O)NCC(C)CN(C)C (configuration not stated) returned mHTT CaM bind -2 and Pf apPOL block -4.
O=c1[nH]c(-c2ccc([N+](=O)[O-])cc2)nc2ccccc12 was read as mHTT CaM bind 2 and Pf apPOL block -9.
Screening COc1ccc(CCNC(=O)C2(C)CC2(Br)Br)cc1OC (configuration not stated) returned mHTT CaM bind 1 and Pf apPOL block -1.

The final 6 entries of the part above are carried over, then new ones follow.
For COc1ccc(CCN2CC(C(=O)NC3CCCCC3)CC2=O)cc1OC (configuration not stated) the results were mHTT CaM bind -6 and Pf apPOL block 0.
For COc1cc(NS(=O)(=O)c2ccccc2)c(OC)cc1Cl the results were mHTT CaM bind 1 and Pf apPOL block -3.
`Cc1ccc(Cl)cc1NC(=O)c1cccc(F)c1` gave mHTT CaM bind -11 and Pf apPOL block 1.
Screening Cc1ccccc1C(=O)NCC(C)CN(C)C (configuration not stated) returned mHTT CaM bind -2 and Pf apPOL block -4.
O=c1[nH]c(-c2ccc([N+](=O)[O-])cc2)nc2ccccc12 was read as mHTT CaM bind 2 and Pf apPOL block -9.
Screening COc1ccc(CCNC(=O)C2(C)CC2(Br)Br)cc1OC (configuration not stated) returned mHTT CaM bind 1 and Pf apPOL block -1.
Screening COc1ccc(C(=O)N2CCN(c3ccc(C)c(F)c3)C(=O)C2C)cc1 (configuration not stated) returned mHTT CaM bind -5 and Pf apPOL block 2.
CC1(C(=O)NCc2ccc(Cl)cc2)Cc2ccccc2C(=O)N1Cc1ccco1 (configuration not stated) was read as mHTT CaM bind -7 and Pf apPOL block -2.
CCc1nc2c(NC(=O)c3ccccc3Br)cccn2n1 was read as mHTT CaM bind 0 and Pf apPOL block -3.
For CN(C)c1ccc(/C=C2\C(=O)c3ccc(C(=O)O)cc3C2=O)cc1 the results were mHTT CaM bind 43 and Pf apPOL block -8.
Screening O=C(Cc1ccccc1)N1CCc2c(nc3cc[nH]n3c2=O)C1 returned mHTT CaM bind -7 and Pf apPOL block -1.
`O=[N+]([O-])c1ccc(CN2CCCC2)s1` gave mHTT CaM bind 8 and Pf apPOL block -1.
`CC(C)OC(=O)C1(C(=O)OC(C)C)CC2(COC(c3ccccc3)OC2)C1` gave mHTT CaM bind -35 and Pf apPOL block -6.
Screening O=C(Nc1ccccc1F)c1cnc(-c2ccc(F)cc2)nc1-c1ccncc1 returned mHTT CaM bind 30 and Pf apPOL block 86*.
Screening Cc1cc2nn(-c3ccccc3)nc2cc1NC(=O)Cc1ccccc1 returned mHTT CaM bind -4 and Pf apPOL block -1.
For O=[N+]([O-])c1ccc(-c2noc(-c3cccc(Br)c3)n2)cc1 the results were mHTT CaM bind 3 and Pf apPOL block -2.
`O=C(NCc1cccc(Cl)c1)C1CCCN(C(=O)c2cccc(C(F)(F)F)c2)C1` (configuration not stated) gave mHTT CaM bind 25 and Pf apPOL block -1.
`Fc1ccc(C=Nc2ccccc2I)cc1` gave mHTT CaM bind -8 and Pf apPOL block -5.

The final 2 entries of the part above are carried over, then new ones follow.
`O=C(NCc1cccc(Cl)c1)C1CCCN(C(=O)c2cccc(C(F)(F)F)c2)C1` (configuration not stated) gave mHTT CaM bind 25 and Pf apPOL block -1.
`Fc1ccc(C=Nc2ccccc2I)cc1` gave mHTT CaM bind -8 and Pf apPOL block -5.
`O=C(c1ccccc1)N1c2ccccc2OC1c1ccc2c(c1)OCO2` (configuration not stated) gave Pf apPOL block 3.
Screening Cc1ccc(NC(=O)C2CCCN(c3cnn(Cc4ccccc4)c(=O)c3)C2)cc1C (configuration not stated) returned mHTT CaM bind 14 and Pf apPOL block -8.
For O=C(CSc1nc2ccccc2c(=O)n1-c1ccccc1)N1CCCCC1 the results were mHTT CaM bind 0 and Pf apPOL block 5.
Screening CC(CC(=O)N1CCc2ccccc2C1)c1ccccc1 (configuration not stated) returned mHTT CaM bind -26 and Pf apPOL block -7.
`Cc1cccc(N2CCN(C(=O)c3cccnc3N3CCNC(c4ccccc4)C3)CC2)c1` (configuration not stated) gave mHTT CaM bind 27 and Pf apPOL block 2.
`Cc1cc(NC(=O)C2CC3CCC2C3)no1` (configuration not stated) gave mHTT CaM bind -4 and Pf apPOL block 5.
`Cc1ccc(C)c(N2CCN(C3Cc4ccccc4C3)CC2)c1` gave mHTT CaM bind 6 and Pf apPOL block -10.
Screening Cc1ccc(C(=O)N2CCCCC2C)c(C2CCNCC2)n1 (configuration not stated) returned mHTT CaM bind -5 and Pf apPOL block -4.
`Cc1nnc2c(NC(=O)c3ccsc3)cccn12` gave mHTT CaM bind 2 and Pf apPOL block -3.
Screening Cn1c(SCC(=O)Nc2ccc(Cl)cc2)nc2c([nH]c3ccccc32)c1=O returned mHTT CaM bind -2 and Pf apPOL block -4.
Screening Clc1ccccc1CN1CCc2nc(Nc3ccc4c(c3)OCO4)ncc2C1 returned mHTT CaM bind 87* and Pf apPOL block 1.
For COc1ccccc1N1CCN(C(=O)c2ccccc2F)C(C)C1=O (configuration not stated) the results were mHTT CaM bind 0 and Pf apPOL block -3.

3 compounds already listed, ordered by count of non-hydrogen atoms, smallest number first:
Screening CC(CC(=O)N1CCc2ccccc2C1)c1ccccc1 (configuration not stated) returned mHTT CaM bind -26 and Pf apPOL block -7.
Screening Cc1ccc(C(=O)N2CCCCC2C)c(C2CCNCC2)n1 (configuration not stated) returned mHTT CaM bind -5 and Pf apPOL block -4.
`Cc1ccc(C)c(N2CCN(C3Cc4ccccc4C3)CC2)c1` gave mHTT CaM bind 6 and Pf apPOL block -10.

The results go on.
For COc1cn(CC(=O)Nc2ccc([N+](=O)[O-])cc2)c(CSc2nncn2C)cc1=O the results were mHTT CaM bind -2 and Pf apPOL block -6.
Screening COc1ccccc1-n1cc2c([N+](=O)[O-])cc([N+](=O)[O-])cc2n1 returned mHTT CaM bind 11 and Pf apPOL block -3.
`COc1coc(C(=O)Nc2ccccc2C(N)=O)cc1=O` gave mHTT CaM bind -6 and Pf apPOL block -1.
COc1cc2[nH]c(-c3ccc(C)cc3)cc(=O)c2cc1OC was read as mHTT CaM bind 14 and Pf apPOL block -11.
Screening O=C(O)c1ccc2c(c1)C(=O)N(CCO)C2=O returned mHTT CaM bind -2 and Pf apPOL block 0.
Screening COc1ccc(NC(=O)C2CCCN(c3nnc4ccc(Cl)cn34)C2)cc1OC (configuration not stated) returned mHTT CaM bind 4 and Pf apPOL block -2.
CCOc1cccc(N2C(=O)CC(N3CCN(c4ccccn4)CC3)C2=O)c1 (configuration not stated) was read as mHTT CaM bind 0 and Pf apPOL block 7.
Cc1nc(Oc2cccc(Cl)c2)c2oc3ccccc3c2n1 was read as mHTT CaM bind -21 and Pf apPOL block -4.
`O=C(CC1CSc2nc3c(cnn3-c3ccccc3)c(=O)n21)NCCC1=CCCCC1` (configuration not stated) gave mHTT CaM bind -2 and Pf apPOL block -3.
CC(=O)NC1=NN(C(C)=O)C(c2ccc(Cl)cc2)S1 (configuration not stated) was read as mHTT CaM bind 1 and Pf apPOL block -8.
`Nc1cc(NCCCO)ccc1[N+](=O)[O-]` gave mHTT CaM bind 6 and Pf apPOL block 1.
`COc1ccc(C2/C=C\CN(S(=O)(=O)c3ccc4ccccc4c3)CC(=O)N2Cc2ccc(F)cc2)cc1` (configuration not stated) gave mHTT CaM bind 17 and Pf apPOL block -6.
For COc1ccc2cc3cc(C(=O)Nc4cccc(Cl)c4)oc3nc2c1 the results were mHTT CaM bind 4 and Pf apPOL block 12.
Cc1cc(=O)[nH]c(NCc2ccccc2)n1 was read as mHTT CaM bind -4 and Pf apPOL block 0.
`Cc1ccc(S(=O)(=O)N2CCN(c3ncccn3)CC2)cc1` gave mHTT CaM bind -4 and Pf apPOL block 1.
COc1ccc(CCC(=O)N2CCc3c(c(-c4nc(-c5ccccc5)no4)nn3C)C2)cc1 was read as mHTT CaM bind 19 and Pf apPOL block -1.
O=C(NC1CC2CC1CN2S(=O)(=O)c1ccc2c(c1)CCC2)c1cccs1 (configuration not stated) was read as mHTT CaM bind 1 and Pf apPOL block 2.
`O=C(Nc1nc2c(s1)C(=O)CCC2)c1nc2ccccc2s1` gave mHTT CaM bind -10 and Pf apPOL block 2.
For O=C1NC2C=CC1C1C(=O)N(c3ccccc3)C(=O)C21 (configuration not stated) the results were mHTT CaM bind 1 and Pf apPOL block -6.
For Nc1ccc2noc3c2c1C(=O)c1ccccc1-3 the results were mHTT CaM bind 28 and Pf apPOL block -8.
`Cc1cccc(/C(N)=N/OC(=O)c2ccoc2C)c1` gave mHTT CaM bind inactive and Pf apPOL block -4.
Screening Cc1cccc(C)c1OCC(=O)Nc1nccs1 returned mHTT CaM bind -6 and Pf apPOL block -4.
COc1ccc(Cl)cc1S(=O)(=O)N1CCN=C1C was read as mHTT CaM bind -5 and Pf apPOL block 4.
`Cc1cc(OC(=O)c2c(-c3c(Cl)cccc3Cl)noc2C)n(-c2ccccc2)n1` gave Pf apPOL block 3&-9.
For O=C(NC(=O)c1ccc(-c2cccs2)s1)SCc1cccs1 the results were Pf apPOL block -2.
For CSc1ccc(C2Oc3nc(SC)nnc3-c3ccccc3N2C(C)=O)cc1 (configuration not stated) the results were mHTT CaM bind 35 and Pf apPOL block -1.
For O=S(=O)(c1ccc2nsnc2c1)N1CCOCC1 the results were mHTT CaM bind 1 and Pf apPOL block -2.
For Cc1cccc(NCc2ccc([N+](=O)[O-])cc2)c1 the results were mHTT CaM bind 39 and Pf apPOL block -1.
For COc1ccccc1C=C1Oc2cc(OS(C)(=O)=O)ccc2C1=O the results were mHTT CaM bind -1 and Pf apPOL block -6.
For CCN1CCn2cc(C(=O)NCc3ccc(C)cc3)nc2C1 the results were mHTT CaM bind 32 and Pf apPOL block -2.
Screening Cc1nn2c(=O)/c(=C/c3ccc(Cl)cc3)sc2nc1=O returned mHTT CaM bind -4 and Pf apPOL block 3.
Screening COc1ccc(CC(=O)c2c(C)cc(O)cc2O)cc1 returned mHTT CaM bind 3 and Pf apPOL block -3.
O=C(C=Cc1cccc2ccccc12)N(C1CCCCC1)C1CCCCC1 was read as Pf apPOL block -7.
`O=C(NCCCn1ccnc1)c1cc2n(n1)C(C(F)(F)F)CC(c1ccc(Cl)cc1)N2` (configuration not stated) gave mHTT CaM bind 18 and Pf apPOL block -95.
`COCCCNC(=O)c1ccc(CS(=O)(=O)Cc2ccccc2Cl)o1` gave mHTT CaM bind 3 and Pf apPOL block -20.
COc1ccccc1-c1cc(-c2cc(Cl)ccc2O)n[nH]1 was read as mHTT CaM bind 30 and Pf apPOL block -5.
COc1ccc(C(=O)N(Cc2ccccc2)C(C)C)cc1OC was read as mHTT CaM bind 1 and Pf apPOL block -9.
`O=c1c2c3c(sc2nc2n1CCCCC2)CCCC3` gave mHTT CaM bind -5.
CN(C)c1ccc(NC(=O)C2COc3ccccc3O2)cc1 (configuration not stated) was read as mHTT CaM bind 32 and Pf apPOL block -7.
`Cc1cccc(NC(=O)CN(c2ccc([N+](=O)[O-])cc2)S(=O)(=O)c2ccccc2)c1C` gave mHTT CaM bind 12 and Pf apPOL block 2.
`COc1ccc(CN[C@H]2CCC23CCC(c2ccccc2)CC3)cc1OC` (some centres not stated) gave mHTT CaM bind 3 and Pf apPOL block 4.
For Cc1cc(S(=O)(=O)N(Cc2ccco2)CC2CCCO2)ccc1F (configuration not stated) the results were mHTT CaM bind -3 and Pf apPOL block 1.
For O=C(C1CCCN(c2nccnc2Sc2ccccc2)C1)N1CCCCCC1 (configuration not stated) the results were mHTT CaM bind 34 and Pf apPOL block -2.
For Cc1cc(F)ccc1S(=O)(=O)NCCc1ccsc1 the results were mHTT CaM bind -15 and Pf apPOL block -4.
Screening O=C(COc1ccc(Cl)cc1)N1CCC(c2cnn(-c3cccc(F)c3)c2)CC1 returned mHTT CaM bind 6 and Pf apPOL block -2.
`CC1CCN(CCCNC(=O)C2CCc3sc(C(=O)N(C)C)cc3C2)CC1` (configuration not stated) gave mHTT CaM bind 4 and Pf apPOL block -3.
For O=[N+]([O-])c1ccc(NCCCNS(=O)(=O)c2ccc(Cl)cc2)c(C(F)(F)F)c1 the results were mHTT CaM bind 53* and Pf apPOL block 7.
`Cc1cccc(-n2ncc3c(N4CCN(c5ccccn5)CC4)ncnc32)c1` gave mHTT CaM bind -5 and Pf apPOL block 4.
COc1ccc(C2Nc3ccccc3NC3=C2C(=O)CC(c2ccc(Cl)cc2)C3)cc1OC (configuration not stated) was read as mHTT CaM bind 50 and Pf apPOL block -3.
For C#CCOCC1CCN(C(=O)c2cccc(Cl)c2)CC1 the results were mHTT CaM bind -1 and Pf apPOL block 7.
For CC(=O)NC(=O)c1cc2cc(Br)ccc2oc1=Nc1ccc(F)cc1 the results were mHTT CaM bind 5 and Pf apPOL block -3.
`COc1cc(C2NC(C(=O)O)CS2)ccc1OCc1ccccc1C#N` (configuration not stated) gave mHTT CaM bind -1 and Pf apPOL block -15.
`CCOC(=O)C(C#N)=C1SC=C(c2ccccc2)N1c1c(C)cccc1C` gave Pf apPOL block -3.

Bioassay records: PubChem BioAssay, University of Kansas High Throughput Screening Laboratory
